S1P4 agonist = activates the human S1P4 receptor; O95977; S1P4-expressing cell line, agonist reporter assay; activation, % at 4.98 µM; 0.35% of 220,000 active; in the data active = activation above about 11%;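 note: 0% = DMSO vehicle and 100% = reference agonist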
BaF3 parental = parental Ba/F3 viability inhibition as JAK2V617F counter-screen; inhibition, % at 5.6 µM; 1.1% of 220,000 active; CellTiter-Glo ATP luminescence;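 active = inhibition above a per-campaign cutoff, the mean inhibition of all tested compounds plus 3 SD, cut at about 27% in these data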;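 note: 0% = DMSO wells and 100% = JAK Inhibitor I control wells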
PERK inhibitor = inhibitors of human PERK kinase. Q9NZJ5. CHO PERK-DD fusion, SEAP luminescence translation reporter. inhibition, % at 5.6 µM. 0.17% of 220,000 active. AID 1416;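 active = inhibition above the mean inhibition of all tested compounds plus 3 SD, set separately per screening campaign, cut at about 2.9% in these data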;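 note: PERK kinase domain activated by AP20187 dimerizer at 100 nM; 0% = DMSO with dimerizer and 100% = rapamycin at 8.4 µM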
NPY2 pot ag = human NPY-Y2 potentiation or agonism, primary screen | 0.45% of 220,000 active | activation, % at 3.6 µM | P49146 | cells expressing NPY-Y2, potentiator/agonist read-out | AID 1359; in the data active = activation above about 27%;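 note: cells stimulated with NPY near EC25 plus isoproterenol at EC100; 0% = vehicle plus submaximal agonist and 100% = vehicle plus saturating agonist; some results beyond the cut were filed as inactive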
S1P4 antagonist = antagonists of human S1P4 receptor; O95977; S1P4-expressing cells, antagonist mode, reporter read-out; inhibition, % at 4.98 µM; 0.26% of 220,000 active; in the data active = inhibition above about 29%;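 note: 0% = wells stimulated with agonist and 100% = vehicle wells without agonist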
Ba/F3 V617F tox = reduce viability of Ba/F3 cells dependent on JAK2V617F; Ba/F3 EpoR-JAK2V617F viability, ATP luminescence; inhibition, % at 5.6 µM; 1.1% of 220,000 active; AID 1446;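 active = inhibition above the campaign mean plus 3 SD over all tested compounds, cut at about 24% in these data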;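 note: cytokine-independent growth of Ba/F3 cells driven by EpoR plus mutant JAK2; 0% = DMSO-treated cells and 100% = JAK inhibitor I control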
eIF4E-4G inh = eIF4E/eIF4G interaction inhibition in translation initiation. TR-FRET eIF4E-eIF4GI(517-606) binding, 2 h. 0.37% of 220,000 active. AID 782. inhibition, % at 21.7 µM;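 active = inhibition above about 30%, limit read from the data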;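 note: 0% = full FRET control wells and 100% = background wells lacking eIF4GI fragment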
Target sequence (P63073 whole entry, looked up, the tested form may be a part): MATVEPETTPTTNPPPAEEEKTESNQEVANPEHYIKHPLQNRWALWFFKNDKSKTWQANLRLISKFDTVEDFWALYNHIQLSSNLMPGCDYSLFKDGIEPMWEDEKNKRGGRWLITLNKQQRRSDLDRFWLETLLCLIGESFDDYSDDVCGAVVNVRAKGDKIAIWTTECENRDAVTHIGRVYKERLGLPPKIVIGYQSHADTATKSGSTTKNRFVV
Target sequence (Q04637 whole entry, looked up, the tested form may be a part): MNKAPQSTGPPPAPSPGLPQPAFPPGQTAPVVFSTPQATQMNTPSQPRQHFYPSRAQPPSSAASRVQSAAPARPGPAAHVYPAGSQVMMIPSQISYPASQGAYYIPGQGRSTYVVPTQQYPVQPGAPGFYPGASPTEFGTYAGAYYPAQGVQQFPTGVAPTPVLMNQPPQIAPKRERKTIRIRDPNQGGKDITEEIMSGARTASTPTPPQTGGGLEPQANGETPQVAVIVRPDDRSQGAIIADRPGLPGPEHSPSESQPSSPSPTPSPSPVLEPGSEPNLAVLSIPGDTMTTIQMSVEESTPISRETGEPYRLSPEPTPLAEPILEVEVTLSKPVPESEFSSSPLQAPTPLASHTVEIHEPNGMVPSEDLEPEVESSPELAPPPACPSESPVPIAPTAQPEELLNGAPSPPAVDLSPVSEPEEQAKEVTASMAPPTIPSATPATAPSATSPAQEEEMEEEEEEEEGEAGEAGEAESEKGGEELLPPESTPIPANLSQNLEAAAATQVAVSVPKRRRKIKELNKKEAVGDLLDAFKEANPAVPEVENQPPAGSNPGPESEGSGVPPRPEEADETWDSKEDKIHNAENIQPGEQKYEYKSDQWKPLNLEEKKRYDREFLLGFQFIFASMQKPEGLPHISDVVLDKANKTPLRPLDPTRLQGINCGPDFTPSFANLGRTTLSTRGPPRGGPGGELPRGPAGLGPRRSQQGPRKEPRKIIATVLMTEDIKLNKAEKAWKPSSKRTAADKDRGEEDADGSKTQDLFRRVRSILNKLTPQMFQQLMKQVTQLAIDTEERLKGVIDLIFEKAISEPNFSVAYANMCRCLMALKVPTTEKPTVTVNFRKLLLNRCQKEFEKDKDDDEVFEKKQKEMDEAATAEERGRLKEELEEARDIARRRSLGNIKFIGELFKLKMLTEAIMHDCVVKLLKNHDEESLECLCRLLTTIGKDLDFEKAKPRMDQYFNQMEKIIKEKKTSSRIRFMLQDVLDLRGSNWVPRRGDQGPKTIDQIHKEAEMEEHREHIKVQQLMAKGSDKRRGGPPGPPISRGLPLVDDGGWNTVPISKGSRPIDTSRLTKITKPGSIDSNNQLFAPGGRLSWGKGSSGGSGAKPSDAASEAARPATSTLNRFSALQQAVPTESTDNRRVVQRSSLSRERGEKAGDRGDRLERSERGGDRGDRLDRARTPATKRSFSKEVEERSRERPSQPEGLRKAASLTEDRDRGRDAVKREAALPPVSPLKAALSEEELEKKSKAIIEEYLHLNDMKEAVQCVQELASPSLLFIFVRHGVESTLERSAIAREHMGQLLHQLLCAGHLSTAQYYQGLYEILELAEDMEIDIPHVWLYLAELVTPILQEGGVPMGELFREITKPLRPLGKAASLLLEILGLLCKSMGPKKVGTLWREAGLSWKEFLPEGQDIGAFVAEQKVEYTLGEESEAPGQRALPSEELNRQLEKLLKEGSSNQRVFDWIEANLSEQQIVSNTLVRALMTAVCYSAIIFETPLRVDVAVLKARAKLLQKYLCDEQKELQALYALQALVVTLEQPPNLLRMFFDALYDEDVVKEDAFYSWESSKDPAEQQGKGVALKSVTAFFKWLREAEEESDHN
Wee1 stabilizer = inhibitors of human Wee1 degradation; HeLa Luc-Wee1K328M stability, luciferase luminescence; 100% = proteasome inhibitor MG132 effect; reporter increase, % at 5 µM; 1.2% of 220,000 active; P30291;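 active = activation above the mean of all tested compounds plus 3 SD, set per screening run, cut at about 8.8% in these data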;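 note: cells exposed to compound for 20 h before luminescence read; 0% = DMSO alone and 100% = MG132 at 30 µM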
Mdm2 ligase inh = inhibitors of human Mdm2 E3 ubiquitin ligase. Q00987. cell-based MDM2 ubiquitination luciferase reporter, 2 h; 0 = plate control, 100 = twice control, blank-subtracted. signal enhancement, % at 5 µM. 0.11% of 210,000 active. AID 1230;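 active = signal enhancement of 30% or more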;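 note: luminescence tracks abundance of the self-degrading MDM2-luciferase fusion protein; higher signal means inhibition of MDM2 E3 ligase activity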
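Assay system: mammalian cells stably expressing self-ubiquitinating, self-degrading MDM2 E3–luciferase fusion. Quantity: 2000 cells in each well. Medium: DMEM culture medium. Compound dosing: single-point 5 µM. Timing: cell settling 4 h, compound treatment 2 h, both 37 °C. Technique: luciferase luminescence. Read-out basis: percent signal gain over controls, blank-subtracted. Benchmarks: plate controls and plate blanks.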
* hit, by the source's call; / = no result given; [ ] = remark or other dose.

structure	S1P4 antagonist	eIF4E-4G inh	S1P4 agonist	Wee1 stabilizer	Mdm2 ligase inh	NPY2 pot ag	BaF3 parental	Ba/F3 V617F tox	PERK inhibitor
CCOc1cc2[nH]c(=S)n(CC3CCCO3)c(=O)c2cc1OCC (centres undefined)	-2	0	0.5	2	-19	4	9	-2	1.2
COc1ccc(CCNC(=O)C2CCN(c3ccc(N4CCOCC4)nn3)CC2)c(OC)c1	1	4[fluorescence artefact?]	-1.1	-2	-14	-15	10	1	0.2
COc1ccccc1CNC(=O)CCC(=O)Nc1nnc(C(C)C)s1	-16	-15	1.6	-1	-1	-7	4	1	-1.2
Cc1sc2c(c1C)C(=O)NC(c1cccc(O)c1)N2 (centres undefined)	1	0[fluorescence artefact?]	0.3	-1	-2	-8	4	-1	0.4
CCOC(=O)N/N=C\c1ccc(-c2cc(Cl)ccc2Cl)o1	6	6	1.3	1	/	-18	6	3	0.4
Cc1cc(=O)oc2cc(NC(=O)C3CC(=O)N(Cc4ccccc4)C3)ccc12 (centres undefined)	11	1	-1.1	3	-9	-6	9	4	-0.9
COc1ccc(C(=O)NN)cc1	6	-1	-1.2	2	-7	-2	0	-2	1.6
Cc1[nH]n(-c2ccccc2)c(=S)c1C=Nc1cccc([N+](=O)[O-])c1	-4	55*	2.2	-2	-5	1	2	-1	0.2
CCCC(=O)Nc1cc(OC)c(OC)cc1C(=O)O	-15	2	0.3	-2	-2	-8	4	2	1.0
CCc1cccc(Nc2c3c(nc4ncnn24)CCC3)c1	-10	4	2.4	-3	-4	-1	11	4	-1.6
Cn1ncc(Br)c1C(=O)Nc1cccc(C(F)(F)F)c1	9	-13	-0.1	-4	-11	2	0	1	0.4
CCOc1ccccc1Nc1nnc(SCC(=O)NC(Cc2c[nH]c3ccccc23)C(=O)O)s1 (centres undefined)	1	4	2.5	3	6	-5	5	-3	0.5
O=C(NC1CCN(C(=S)NCc2ccco2)CC1)NC12CC3CC(CC(C3)C1)C2	-24	6[fluorescence artefact?]	1.2	1	-28	7	5	0	-0.2
COc1ccc(-c2n[nH]c(C)c2-c2cnn(-c3ccccc3)c2)c(O)c1C	-12	3	1.4	-2	-17	-22	7	-1	-1.0
O=S(=O)(Nc1ccccn1)c1cccc(S(=O)(=O)c2ccc(Cl)cc2)c1	-5	3	0.0	2	-23	4	2	-1	1.1
O=C1c2ccccc2NC(c2ccccc2Cl)N1N=C1CCCCCC1 (centres undefined)	-10	7[fluorescence artefact?]	0.2	6	-4	4	4	-4	0.8
N/C(=N\OC(=O)CCCOc1ccccc1)c1cccc([N+](=O)[O-])c1	-10	-1	0.9	3	-2	-2	0	-2	2.8
Cn1c(N)c(C(=O)CSc2nnnn2-c2ccccc2)c(=O)n(C)c1=O	-225	5	0.5	-1	-7	1	-2	5	0.3
S=c1[nH]nc(-c2ccccn2)n1/N=C/c1cccc(Cl)c1	-12	10	0.0	-1	-10	-3	-2	0	0.3
O=C(COC(=O)CCCc1c[nH]c2ccccc12)Nc1ccc2c(c1)OCO2	8	-4[fluorescence artefact?]	1.3	0	-5	4	3	-3	-0.7

Some of the entries so far, with each value named:
O=C(NC1CCN(C(=S)NCc2ccco2)CC1)NC12CC3CC(CC(C3)C1)C2
  S1P4 antagonist = -24
  eIF4E-4G inh = 6[fluorescence artefact?]
  S1P4 agonist = 1.2
  Wee1 stabilizer = 1
  Mdm2 ligase inh = -28
  NPY2 pot ag = 7
  BaF3 parental = 5
  Ba/F3 V617F tox = 0
  PERK inhibitor = -0.2

COc1ccc(-c2n[nH]c(C)c2-c2cnn(-c3ccccc3)c2)c(O)c1C
  S1P4 antagonist = -12
  eIF4E-4G inh = 3
  S1P4 agonist = 1.4
  Wee1 stabilizer = -2
  Mdm2 ligase inh = -17
  NPY2 pot ag = -22
  BaF3 parental = 7
  Ba/F3 V617F tox = -1
  PERK inhibitor = -1.0

Later entries.
structure	S1P4 antagonist	eIF4E-4G inh	S1P4 agonist	Wee1 stabilizer	Mdm2 ligase inh	NPY2 pot ag	BaF3 parental	Ba/F3 V617F tox	PERK inhibitor
CCOc1ccc(NCc2ccccc2OCc2cccc(F)c2)cc1	6	21	0.8	3	-4	-5	3	0	0.6
COc1ccc(NC(=O)C(Sc2nnc(-c3ccncc3)n2-c2ccccc2C)c2ccccc2)cc1Cl (centres undefined)	-8	-1	-0.7	-2	-14	-3	4	0	-0.2
O=[N+]([O-])c1ccc(N=NN(CCO)CCO)cc1	-13	1	0.5	1	-5	12	4	-3	0.5
O=C(Nc1cccc2ncccc12)c1cccnc1	-16	3	1.1	-1	1	-3	-1	-2	0.8
C/C(=N/NC(=O)c1cccs1)c1ccc(N2CCOCC2)cc1	-17	8	-0.1	3	3	7	4	1	-0.2
O=C(NCCCN1CCCC1)c1cc2c(Cl)nc3ccccc3c2s1	-27	-5	-1.7	2	-15	5	5	5	0.0
COc1ccc(NC(=O)c2onc(C)c2Cl)cc1	-1	-5	0.5	17*	-1	8	1	3	-0.3
Cc1ccc(S(=O)(=O)n2c(CN3CCCC(C)C3)nc3ccccc32)cc1 (centres undefined)	7	-8	0.1	-1	3	-2	1	-2	-0.7
CCN1C(=O)/C(=C/c2cnn(C)c2C)SC1=S	-23	1	0.6	1	-17	-16	2	-3	0.6
CC1=C(C#N)C(c2ccoc2)C(C(=O)OCc2ccccc2)=C(N)S1 (centres undefined)	-18	7	-1.3	7	-14	-3	1	-4	0.8
CC[C@H](C)[C@@H]1NC(=O)c2cc([N+](=O)[O-])cc(I)c2SC[C@@H](C(N)=O)NC(=O)[C@H](CCCCN)NC1=O	2	-3	2.2	-1	/	-7	8	2	1.2
CCOC(=O)c1c(P(=O)(N2CCOCC2)N2CCOCC2)noc1N	-6	0	-2.2	-1	-6	-12	0	-1	0.7
CCOc1ccc(N2CC(C(=O)NCc3ccc(C)n3C)CC2=O)cc1 (centres undefined)	-4	-2	2.0	4	-11	-8	-3	-4	1.0
COc1ccc(N2CCN(C(CNC(=O)C(=O)NCCCn3ccnc3)c3ccco3)CC2)cc1 (centres undefined)	0	2	-0.6	8	-25	-10	3	-2	0.5
O=C(C1=C[C@H](c2ccc(C(F)(F)F)cc2)C[C@H](OCCCCO)O1)N1CCN(Cc2ccc3c(c2)OCO3)CC1	2	-1	1.0	3	/	4	6	4	-0.2
CCOC(=O)c1c(NC(=O)c2ccoc2C)sc(C)c1C	-10	-2[fluorescence artefact?]	-0.4	8	-16	-9	5	6	-0.2
COc1ccc([N+](=O)[O-])cc1NC(=O)C(C)OC(=O)c1ccccc1C(=O)c1ccc(Cl)cc1 (centres undefined)	-3	2	1.2	4	-70	-11	8	1	-0.5
COC(=O)c1ccc(CN2CCN(CCCc3ccccc3)C(CCO)C2)cc1 (centres undefined)	-2	2	0.6	1	-9	-13	5	3	1.2
S=c1nc(-c2ccccc2)n(Cc2ccco2)c2c1CCCC2	-13	14[fluorescence artefact?]	3.7	-4	/	3	0	2	-0.2
Cc1ccc(N(CC(=O)Nc2ccc3c(c2)OCCO3)S(C)(=O)=O)cc1	-23	0	1.4	0	-5	10	6	1	0.6
Cc1ccc(C(=O)Nc2ccnc(-c3cccnc3)n2)cc1	25	2	0.6	-4	-8	3	8	-2	0.8
N/C(=N\OC(=O)c1ccco1)c1ccc(Br)cc1	-3	-5	1.1	15*	-34	6	0	-3	1.3
CCOc1ccc(CONS(=O)(=O)c2ccc(NC(C)=O)cc2)cc1Cl	-38	3	-0.1	-2	-9	5	5	3	-0.2
CCn1cc(C(=O)OC)c(=O)c2ccc(C)nc21	-1	14	-2.9	1	-8	5	-3	-2	0.4
Fc1ccc(CSc2ccc(-c3cccs3)nn2)cc1	-12	2	1.7	2	-15	-3	1	-3	0.6
CCS(=O)(=O)c1ccc(O)c(NC(=O)/C=C/c2ccccc2)c1	-29	1	1.4	9	2	10	5	-1	0.0
CS(=O)(=O)N1CCN(c2ccccc2NC(=O)Cc2ccc(Cl)cc2)CC1	-6	-2[fluorescence artefact?]	1.5	-2	-5	-14	2	0	-0.5
CC1CCN(c2ncccc2C(=O)O)CC1	4	2[fluorescence artefact?]	0.9	1	2	7	4	3	2.1
COc1ccc(Cc2nnc(SCc3c(C)noc3C)n2C2CCCCC2)cc1OC	-4	5[fluorescence artefact?]	1.4	-1	10	-17	7	2	-0.7
O=C(NCCCn1ccnc1)c1cc2cc([N+](=O)[O-])ccc2oc1=O	-8	2[fluorescence artefact?]	0.5	4	-1	9	-1	-4	0.4
CCOC(=O)c1cnn2c(N)c(C#N)nnc12	6	-3	0.7	-3	-16	-7	8	1	1.1
O=C(NCCCc1nc2ccccc2[nH]1)c1cccs1	-13	1	1.6	-1	-14	0	-1	0	0.0
O=C(NCCCN1CCN(c2ccccc2F)CC1)C1CCN(S(=O)(=O)c2cccs2)CC1	-15	9	2.2	4	-7	-12	9	-2	-0.1
CCOC(=O)C1=C(C)NC(=O)NC1c1cc(Br)c(O)c(OC)c1 (centres undefined)	16	2	-0.7	-1	6	-6	2	4	-0.5
O=C(Cc1ccccc1)NCCS(=O)c1ccc(Cl)cc1 (centres undefined)	1	1	1.1	1	-14	3	2	-3	0.4
O=C(NCc1ccc2c(c1)OCO2)c1nnc(Cc2ccc(F)cc2)o1	5	1	1.4	2	/	-13	9	-2	0.7
CC(=O)c1oc2ccccc2c1NC(=O)CCCN1C(=O)c2ccccc2C1=O	-19	5	-0.7	1	-11	1	8	-2	1.1
CCn1c(O)c(/C=N/N=C/c2ccccc2)c2ccc(C3=NNC(=O)CC3)cc21	-4	-28	0.7	-2	-18	-1	2	-2	0.2
O=C(NCCNC(=O)c1cc(OCC(F)(F)F)ccc1OCC(F)(F)F)Nc1ccc(Cl)cc1	6	-9	2.0	0	2	22	7	0	-0.8
CCCCCn1c(SCC#N)nc2cc(C(=O)NCC3CCCO3)ccc2c1=O (centres undefined)	-4	15[fluorescence artefact?]	2.5	-1	-6	-21	4	-1	-0.6
O=C(CSc1nnc(COc2cccc3cccnc23)o1)N1CCN(C(=O)c2ccco2)CC1	-3	-1	-2.0	0	1	3	3	-4	-0.1
O=C(c1ccc([N+](=O)[O-])cc1)N1CCSC1c1ccccc1Cl (centres undefined)	-5	0	0.0	-2	-9	-6	6	0	1.3
CNC(=S)N(CCc1c(C)[nH]c2ccccc12)Cc1ccco1	-25	-1	2.0	0	-5	8	9	2	-0.4
Cc1ccc(C(=O)N2CC(=O)Nc3ccc(F)cc3C2c2ccccc2)cc1[N+](=O)[O-] (centres undefined)	-2	5	-1.4	4	-10	-7	5	3	0.2
CC(C(N)=O)N1C(=O)c2cccc3cccc1c23 (centres undefined)	6	0	2.2	2	7	-11	5	1	-0.4
COc1ccc(C(=O)N[C@H](C(=O)N2CCN(c3ccccc3F)CC2)C(C)C)cc1	-11	3	0.1	-3	0	-7	-4	-3	1.2
CCN(CC)CCOc1ccccc1C(C)=O	-8	0	2.4	-1	-9	-9	1	1	0.2
COC(=O)c1ccccc1N1C(=O)C2C(C1=O)C1C=CC2C12CC2 (centres undefined)	-23	-3	1.4	3	-5	-19	6	3	0.6
CCOc1ccc(C2C(C#N)=C(N)Oc3cc(C)n(CCN(C)C)c(=O)c32)cc1OCC (centres undefined)	-5	4	-1.3	2	/	22	4	0	1.2

Rows were taken by chance; overall some 4.1% were active at least once.
